Screening results from PubChem BioAssay.
INS-1E rescue: preserves ATP levels in cytokine-treated INS-1E cells | protection from cytokine-induced ATP loss, % at 10 µM | INS-1E cytokine-induced death, ATP luminescence, 48 h; normalised: neutral wells 0, positive control 100 | 0.1% of 20,000 active;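 active = mean replicate protection from cytokine-induced ATP loss at least 50% and at least 75% of replicates each reaching 50%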
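Test system: INS-1E rat cells | Quantity: 8000 cells per well | Medium: Phenol-red-free RPMI with 5% fetal bovine serum | Reagent: Cytokine cocktail of IFN-γ, TNF-α and IL-1β | Doses: One compound concentration, pin transfer | Timing: 48 h co-treatment, 10 min post-lysis read | Technique: Luminescent ATP assay (CellTiter-Glo)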
T cruzi HTS: intracellular Trypanosoma cruzi inhibition | activity score (inhibition), % at 5.01 µM | intracellular Trypanosoma cruzi in host cells, plate reader | 4.9% of 22,000 active; in the data active = activity score above about 55%;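 also: parasites and compound incubated about four days before reading; 0% = median of neutral control wells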
* marks the source's active call; other numbers are inactive results; . = not tested or not shown.

SMILES	INS-1E rescue	T cruzi HTS
C[C@H](CO)N1C[C@H](C)[C@H](CN(C)S(=O)(=O)c2ccc(Oc3ccccc3)cc2)OCc2cnnn2CCCC1=O	8	70*
C[C@H](CO)N1C[C@H](C)[C@H](CN(C)S(=O)(=O)c2ccc(Cl)cc2)Oc2ccc(NC(=O)Nc3ccc(C(F)(F)F)cc3)cc2CC1=O	-9	63*
C[C@H](CO)N1C[C@H](C)[C@@H](CN(C)Cc2ccc(C(=O)O)cc2)Oc2ccc(NC(=O)Nc3ccc(C(F)(F)F)cc3)cc2C1=O	6	-23
C[C@@H]1CN([C@H](C)CO)C(=O)c2cc(NS(C)(=O)=O)ccc2O[C@H]1CN(C)C(=O)Nc1ccccc1	5	-6
CNC[C@@H]1Oc2ccc(NC(=O)CCC(F)(F)F)cc2CC(=O)N([C@@H](C)CO)C[C@@H]1C	-1	-14
C[C@@H]1CN([C@@H](C)CO)C(=O)c2cccc(NC(=O)c3cnccn3)c2O[C@H]1CN(C)Cc1ccc(C(F)(F)F)cc1	-1	15
COc1ccc(S(=O)(=O)N(C)C[C@H]2Oc3ccc(NS(=O)(=O)c4c(C)noc4C)cc3CC(=O)N([C@@H](C)CO)C[C@H]2C)cc1	9	-3
C[C@H]1CN([C@@H](C)CO)C(=O)c2cc(NC(=O)CCCCCC(=O)Nc3ccccc3N)ccc2O[C@H]1CN(C)Cc1ccncc1	8	-8
COc1ccc(S(=O)(=O)N(C)C[C@H]2Oc3ccc(NC(=O)Nc4ccc(F)cc4)cc3CC(=O)N([C@@H](C)CO)C[C@H]2C)cc1	21	-17
COc1ccc(S(=O)(=O)N(C)C[C@@H]2Oc3ccc(NC(=O)NC4CCCCC4)cc3CC(=O)N([C@H](C)CO)C[C@H]2C)cc1	7	-11
O=C(N/N=C/c1cc(Cl)cc(Cl)c1O)c1ccccn1	-63	71*
COc1ccc(S(=O)(=O)Nc2cccc3c2O[C@@H](CN(C)C(=O)Nc2ccc4c(c2)OCO4)[C@@H](C)CN([C@@H](C)CO)C3=O)cc1	2	3
Cc1noc(C)c1S(=O)(=O)Nc1cccc2c1O[C@H](CN(C)Cc1ccncc1)[C@H](C)CN([C@H](C)CO)C2=O	10	-11
C[C@@H]1CN([C@@H](C)CO)C(=O)Cc2cc(NC(=O)c3ccncc3)ccc2O[C@@H]1CN(C)S(=O)(=O)c1ccc(Cl)cc1	0	4
C[C@@H]1CN([C@H](C)CO)C(=O)Cc2cc(NC(=O)CCC(F)(F)F)ccc2O[C@H]1CN(C)Cc1ccc2c(c1)OCO2	6	26

Not a retest: an excerpt of the list.
SMILES	INS-1E rescue	T cruzi HTS
O=C(N/N=C/c1cc(Cl)cc(Cl)c1O)c1ccccn1	-63	71*
COc1ccc(S(=O)(=O)Nc2cccc3c2O[C@@H](CN(C)C(=O)Nc2ccc4c(c2)OCO4)[C@@H](C)CN([C@@H](C)CO)C3=O)cc1	2	3

New compounds follow:
SMILES	INS-1E rescue	T cruzi HTS
COc1ccc(NC(=O)N(C)C[C@H]2Oc3ccc(NC(=O)Nc4ccc(F)cc4)cc3CC(=O)N([C@@H](C)CO)C[C@H]2C)cc1	-1	-14
C[C@H](CO)N1C[C@H](C)[C@@H](CN(C)C(=O)Nc2ccc(C(F)(F)F)cc2)Oc2ccc(NS(=O)(=O)c3cccs3)cc2C1=O	9	2
C[C@@H]1CN([C@@H](C)CO)C(=O)c2cccc(NS(C)(=O)=O)c2O[C@@H]1CN(C)S(=O)(=O)c1ccc(Cl)cc1	-4	15
C[C@H](CO)N1C[C@H](C)[C@@H](CN(C)Cc2ccccc2)Oc2c(cccc2N(C)C)C1=O	5	-9
Cc1noc(C)c1NC(=O)Nc1ccc2c(c1)C(=O)N([C@H](C)CO)C[C@@H](C)[C@@H](CN(C)Cc1ccc(Oc3ccccc3)cc1)O2	-22	-11
C[C@H]1CN([C@@H](C)CO)C(=O)c2cccc(NC(=O)Nc3ccc(F)cc3)c2O[C@@H]1CN(C)Cc1ccc(C(=O)O)cc1	1	-22
C[C@H](CO)N1C[C@H](C)[C@@H](CN(C)C(=O)Nc2ccc3c(c2)OCO3)Oc2ccc(NC(=O)CCN3CCOCC3)cc2C1=O	2	5
C[C@@H]1CN([C@@H](C)CO)C(=O)CCCn2nncc2CO[C@@H]1CN(C)Cc1ccc2cccnc2c1	-4	-9
C[C@@H]1CN([C@H](C)CO)C(=O)c2cccc(NC(=O)c3ccc(-c4nccs4)cc3)c2O[C@H]1CN(C)C(=O)NC1CCCCC1	4	1
O=C(N/N=C/c1c(F)c(F)c(F)c(F)c1F)c1ccccn1	24	-9
C[C@H]1CN([C@@H](C)CO)C(=O)Cc2cc(NC(=O)Nc3ccc(F)cc3)ccc2O[C@@H]1CN(C)S(=O)(=O)c1ccccc1	3	-2
COc1ccc(NC(=O)Nc2ccc3c(c2)C(=O)N([C@@H](C)CO)C[C@H](C)[C@H](CN(C)Cc2ccncc2)O3)cc1	7	-4
COc1ccc(NC(=O)Nc2cccc3c2O[C@H](CN(C)S(=O)(=O)c2ccc(C)cc2)[C@H](C)CN([C@H](C)CO)C3=O)cc1	-6	-4
C[C@H]1CN([C@@H](C)CO)C(=O)c2cccc(NC(=O)C3CCOCC3)c2O[C@H]1CN(C)S(=O)(=O)c1cccs1	-2	-21
C[C@H](CO)N1C[C@H](C)[C@H](CN(C)Cc2ccc(Cl)c(Cl)c2)Oc2ccc(NC(=O)Nc3ccc4c(c3)OCO4)cc2C1=O	-24	17
C[C@H]1CN([C@@H](C)CO)C(=O)c2cccc(NS(=O)(=O)c3cccs3)c2O[C@H]1CN(C)Cc1ccc(Cl)c(Cl)c1	-9	11
C[C@H]1CN([C@@H](C)CO)C(=O)Cc2cc(NC(=O)C3CCCCC3)ccc2O[C@H]1CN(C)C(=O)Nc1ccc(C(F)(F)F)cc1	-6	5
C[C@H]1CN([C@@H](C)CO)C(=O)c2cccc(NC(=O)C3CC3)c2O[C@@H]1CN(C)Cc1ccncc1	7	-30
CCCN(C)C[C@@H]1OCCCC[C@@H](C)Oc2ccc(N(C)C)cc2C(=O)N([C@H](C)CO)C[C@@H]1C	5	-2
C[C@H](CO)N1C[C@H](C)[C@H](CN(C)C(=O)Nc2cccc(C(F)(F)F)c2)OCc2cn(nn2)CCCC1=O	.	-1
Cc1noc(C)c1NC(=O)Nc1ccc2c(c1)CC(=O)N([C@H](C)CO)C[C@H](C)[C@H](CN(C)S(C)(=O)=O)O2	-3	-12
COc1ccc(S(=O)(=O)Nc2ccc3c(c2)C(=O)N([C@@H](C)CO)C[C@@H](C)[C@H](CN(C)C(=O)NC2CCCCC2)O3)cc1	-14	-9
C[C@@H]1CN([C@H](C)CO)C(=O)Cc2cc(NC(=O)C3CCCCC3)ccc2O[C@@H]1CN(C)C(=O)Nc1ccc(C(F)(F)F)cc1	-10	16
COc1ccc(NC(=O)Nc2cccc3c2O[C@@H](CN(C)Cc2ccncc2)[C@H](C)CN([C@@H](C)CO)C3=O)cc1	0	8
C[C@H](CO)N1C[C@H](C)[C@@H](CN(C)Cc2ccc(C(=O)Nc3ccccc3N)cc2)Oc2ccc(NC(=O)Cc3cn(C)c4ccccc34)cc2C1=O	-5	40
C[C@H]1CN([C@@H](C)CO)C(=O)c2cc(NC(=O)CCN3CCOCC3)ccc2O[C@@H]1CN(C)C(=O)Nc1ccccc1	-5	-16
C[C@H]1CN([C@@H](C)CO)C(=O)CCCn2cc(nn2)CO[C@H]1CN(C)C(=O)Nc1ccccc1C(F)(F)F	.	-12
COc1ccc(NC(=O)N(C)C[C@@H]2Oc3c(NC(=O)Nc4ccc(F)cc4)cccc3C(=O)N([C@@H](C)CO)C[C@@H]2C)cc1	5	10
Cc1ccc(S(=O)(=O)Nc2ccc3c(c2)C(=O)N([C@@H](C)CO)C[C@H](C)[C@@H](CN(C)S(=O)(=O)c2ccc(C)cc2)O3)cc1	9	-11
COc1ccc(CN(C)C[C@@H]2Oc3c(NS(=O)(=O)c4cccs4)cccc3C(=O)N([C@@H](C)CO)C[C@@H]2C)cc1	-1	12
C[C@H](CO)N1C[C@H](C)[C@@H](CN(C)Cc2ccncc2)Oc2ccc(NC(=O)Nc3ccc(F)cc3)cc2C1=O	-1	-12
CNC[C@H]1Oc2ccc(NC(=O)Nc3ccc4c(c3)OCO4)cc2C(=O)N([C@H](C)CO)C[C@@H]1C	2	-17
O=C(N/N=C/c1cc(Br)cc(Br)c1O)c1ccccn1	-42	78*
C[C@H]1CN([C@@H](C)CO)C(=O)c2cccc(NS(=O)(=O)c3cn(C)cn3)c2O[C@H]1CN(C)Cc1ccccc1	1	-16
Cc1noc(C)c1S(=O)(=O)N(C)C[C@H]1Oc2ccc(NS(=O)(=O)c3ccc(Cl)cc3)cc2CC(=O)N([C@@H](C)CO)C[C@@H]1C	-11	2
C[C@@H]1CN([C@@H](C)CO)C(=O)c2cccc(NC(=O)c3ccncc3)c2O[C@H]1CN(C)C(=O)Nc1ccc2c(c1)OCO2	7	-3
COc1ccc(NC(=O)Nc2ccc3c(c2)CC(=O)N([C@H](C)CO)C[C@@H](C)[C@@H](CN(C)CC2CC2)O3)cc1	13	1
C[C@@H]1CN([C@@H](C)CO)C(=O)c2cc(NC(=O)Cc3cn(C)c4ccccc34)ccc2O[C@@H]1CN(C)S(C)(=O)=O	.	-14
Cc1noc(C)c1S(=O)(=O)N(C)C[C@@H]1Oc2ccc(NS(=O)(=O)c3ccc(F)cc3)cc2CC(=O)N([C@@H](C)CO)C[C@@H]1C	-3	-11
CC(C)NC(=O)Nc1ccc2c(c1)C(=O)N([C@@H](C)CO)C[C@H](C)[C@H](CN(C)Cc1ccc(C(F)(F)F)cc1)O2	-15	28
C[C@H]1CN([C@@H](C)CO)C(=O)c2cc(NC(=O)Cc3cn(C)c4ccccc34)ccc2O[C@H]1CN(C)Cc1ccc(Oc2ccccc2)cc1	.	15
Cc1noc(C)c1NC(=O)Nc1cccc2c1O[C@H](CN(C)S(=O)(=O)c1ccccc1)[C@@H](C)CN([C@@H](C)CO)C2=O	4	-25
CNC[C@@H]1Oc2c(NC(=O)Nc3ccc(C(F)(F)F)cc3)cccc2C(=O)N([C@@H](C)CO)C[C@@H]1C	-8	-35
C[C@@H]1CN([C@@H](C)CO)C(=O)c2cc(NS(=O)(=O)c3ccccc3)ccc2O[C@H]1CN(C)Cc1ccc(Cl)c(Cl)c1	-18	48
C[C@H]1CN([C@@H](C)CO)C(=O)Cc2cc(NC(=O)Nc3ccc(F)cc3)ccc2O[C@H]1CN(C)Cc1ccc(C(=O)Nc2ccccc2N)cc1	-6	56*
COc1ccc(S(=O)(=O)Nc2ccc3c(c2)C(=O)N([C@H](C)CO)C[C@H](C)[C@@H](CN(C)CC2CCCCC2)OCCCC[C@@H](C)O3)cc1	-8	-6
O=C(NO)c1cccc(C(=O)N/N=C/c2ccc3ccccc3n2)c1	-12	-11
C[C@@H]1CN([C@@H](C)CO)C(=O)c2cc(NC(=O)Cc3cn(C)c4ccccc34)ccc2O[C@@H]1CN(C)C(=O)Nc1ccc(F)cc1	5	2
Cc1noc(C)c1S(=O)(=O)N(C)C[C@@H]1Oc2c(NS(=O)(=O)c3cn(C)cn3)cccc2C(=O)N([C@@H](C)CO)C[C@@H]1C	5	-27
C[C@H](CO)N1C[C@H](C)[C@@H](CN(C)Cc2ccc(-c3ccccc3)cc2)Oc2c(NC(=O)NC3CCCCC3)cccc2C1=O	-19	68*
CNC[C@@H]1Oc2ccc(NC(=O)Nc3c(C)noc3C)cc2C(=O)N([C@@H](C)CO)C[C@@H]1C	3	-4
C[C@H]1CN([C@@H](C)CO)C(=O)Cc2cc(NS(=O)(=O)c3ccc(F)cc3)ccc2O[C@H]1CN(C)C(=O)NC1CCCCC1	23	-20
COc1ccc(NC(=O)Nc2ccc3c(c2)C(=O)N([C@H](C)CO)C[C@@H](C)[C@@H](CN(C)S(=O)(=O)c2cccs2)O3)cc1	2	18
C[C@@H]1CN([C@@H](C)CO)C(=O)c2cc(NC(=O)Nc3ccc(F)cc3)ccc2O[C@H]1CN(C)C(=O)Nc1ccc(C(F)(F)F)cc1	-14	17
COc1ccc(S(=O)(=O)N(C)C[C@@H]2Oc3c(NC(=O)Nc4ccc(F)cc4)cccc3C(=O)N([C@H](C)CO)C[C@H]2C)cc1	22	12
CC(C)NC(=O)N(C)C[C@@H]1Oc2c(NS(=O)(=O)c3ccccc3)cccc2C(=O)N([C@@H](C)CO)C[C@@H]1C	12	3

Sorted by heavy-atom count (rising): some entries from above
SMILES	INS-1E rescue	T cruzi HTS
O=C(NO)c1cccc(C(=O)N/N=C/c2ccc3ccccc3n2)c1	-12	-11
CC(C)NC(=O)N(C)C[C@@H]1Oc2c(NS(=O)(=O)c3ccccc3)cccc2C(=O)N([C@@H](C)CO)C[C@@H]1C	12	3
C[C@H](CO)N1C[C@H](C)[C@@H](CN(C)Cc2ccc(-c3ccccc3)cc2)Oc2c(NC(=O)NC3CCCCC3)cccc2C1=O	-19	68*
C[C@@H]1CN([C@@H](C)CO)C(=O)c2cc(NC(=O)Cc3cn(C)c4ccccc34)ccc2O[C@@H]1CN(C)C(=O)Nc1ccc(F)cc1	5	2
COc1ccc(S(=O)(=O)Nc2ccc3c(c2)C(=O)N([C@H](C)CO)C[C@H](C)[C@@H](CN(C)CC2CCCCC2)OCCCC[C@@H](C)O3)cc1	-8	-6
